# Compound activity: PubChem BioAssay, several laboratories
# SSB-PriA inh – blocks PriA binding to SSB C-terminal tail; AlphaScreen SSBct-PriA binding, biotinylated peptide; 430,000 tested, 0.6% active; inhibition, % at 33 µM; AID 1272365; in the data active means inhibition mostly above about 37%, no sharp cut-off; inactive means mostly below about 20%;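 further: plate controls were negative control peptide for no effect and reference peptide for full effect; strong numbers were not always called active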
# Anthrax LF prot – blocks Bacillus anthracis lethal factor protease; 360,000 tested, 0.12% active; multiplex microsphere protease cleavage assay, LF; P15917; AID 588501; inhibition, % at 10 µM; further: plate controls were buffer without enzyme for full effect and enzyme alone for no effect
# Target sequence (P15917 whole entry, looked up): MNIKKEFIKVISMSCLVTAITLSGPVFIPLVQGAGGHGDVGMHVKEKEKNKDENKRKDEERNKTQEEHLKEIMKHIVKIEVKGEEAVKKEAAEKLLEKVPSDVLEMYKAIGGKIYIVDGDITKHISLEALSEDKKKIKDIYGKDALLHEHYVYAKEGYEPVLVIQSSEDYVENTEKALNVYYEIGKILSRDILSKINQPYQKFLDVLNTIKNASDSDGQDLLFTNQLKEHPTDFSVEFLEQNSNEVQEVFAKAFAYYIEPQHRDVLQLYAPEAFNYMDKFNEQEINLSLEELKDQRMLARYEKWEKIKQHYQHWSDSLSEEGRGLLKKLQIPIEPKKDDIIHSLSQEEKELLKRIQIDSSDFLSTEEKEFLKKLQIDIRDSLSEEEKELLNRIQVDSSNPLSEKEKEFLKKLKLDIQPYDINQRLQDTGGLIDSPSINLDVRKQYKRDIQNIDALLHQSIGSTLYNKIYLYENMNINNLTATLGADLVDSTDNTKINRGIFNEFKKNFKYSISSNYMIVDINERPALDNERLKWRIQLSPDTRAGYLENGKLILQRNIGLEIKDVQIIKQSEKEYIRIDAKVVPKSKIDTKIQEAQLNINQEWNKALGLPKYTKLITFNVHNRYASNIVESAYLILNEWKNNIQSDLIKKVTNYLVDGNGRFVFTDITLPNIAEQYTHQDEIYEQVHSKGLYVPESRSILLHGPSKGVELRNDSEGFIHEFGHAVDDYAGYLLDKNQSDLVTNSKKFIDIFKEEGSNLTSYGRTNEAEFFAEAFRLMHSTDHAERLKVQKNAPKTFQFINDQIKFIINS
# BH1578 lux ind – inducers of Vibrio cholerae quorum light production without autoinducers; AID 588436; activation, % at 18.7 µM; V. cholerae BH1578 lux reporter, luminescence, 6 h; 350,000 tested, 0.16% active; in the data active means activation mostly above about 9.7%, no sharp cut-off; inconclusive means no clear call, values can overlap the other calls; inactive means mostly below about 3.7%; further: not every result past the cut was called active; inactives centre near 0; reference of the scale not given here
# CCHFV vOTU inh – CCHFV vOTU protease inhibition. Pep-AMC fluorescence. inhibition, % at 11.5 µM. 370,000 tested, 0.55% active; in the data active means inhibition above about 30%; further: 0% = vehicle wells with enzyme and 100% = no enzyme wells
# 3CLpro inhibitor – SARS-CoV 3CLpro protease inhibition | P0C6X7 | recombinant SARS-CoV 3CLpro, quenched FRET peptide cleavage | inhibition, % at 6 µM | 290,000 tested, 0.14% active | AID 1706; in the data active means inhibition above about 12%
# Y pestis TopoI – blocks Yersinia pestis topoisomerase I activity; Y. pestis Topo-I cleavage product accumulation, plate reader; activity, % at 10 µM; 360,000 tested, 0.064% active; AID 504884; in the data active means activity above about 50%, passing the limit was not always enough; inconclusive means no clear call, values can overlap the other calls; further: inactives centre near 2
# PfHsp40 rescue – compounds rescuing yeast from Plasmodium falciparum HSP40 toxicity | S. cerevisiae expressing PfHsp40, growth rescue, ATP luminescence | growth rescue, % at 12.5 µM | 340,000 tested, 0.68% active; in the data active means growth rescue above about 28%, passing the limit was not always enough; inconclusive means no clear call, values can overlap the other calls;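 further: yeast W303a lacking pdr1 and pdr3 grown in galactose medium; growth measured after three days at 30 °C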
# DUSP3 inh – blocks human VHR1 dual specificity phosphatase; AID 1654; recombinant VHR phosphatase, pNPP absorbance; inhibition, % at 13.3 µM; 290,000 tested, 0.52% active; P51452; in the data active means inhibition above about 50%; further: some compounds called inactive have numbers as strong as hits
# Target sequence (P51452 whole entry, looked up): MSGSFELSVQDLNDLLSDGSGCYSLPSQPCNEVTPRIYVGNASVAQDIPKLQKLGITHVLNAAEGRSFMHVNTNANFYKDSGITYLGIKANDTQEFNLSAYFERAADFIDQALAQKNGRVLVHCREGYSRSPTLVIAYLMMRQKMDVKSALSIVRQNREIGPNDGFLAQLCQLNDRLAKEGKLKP
# TcdB inh – TcdB glycohydrolase inhibition; AID 652162; P18177; inhibition, % at 9.99 µM; TcdB glycohydrolase enzymatic assay, plate reader; 350,000 tested, 0.24% active; in the data active means inhibition above about 10%
# BoNT A protease – inhibitors of Botulinum neurotoxin A light chain protease; multiplex microsphere protease substrate cleavage, flow cytometry; inhibition, % at 10 µM; 360,000 tested, 0.17% active; further: plate controls were buffer without enzyme for full effect and enzyme alone for no effect
# The depositor's hits bear a star; i = inactive; ? = inconclusive; / = no result given; & = joins results of further samples. Unless noted, no stated cut-off is given here; in the data, active means inhibition above about 30%; inconclusive means no clear call, values can overlap the other calls; inactive means below that.
# A first look (3 entries):
SMILES,SSB-PriA inh,Anthrax LF prot,BH1578 lux ind,CCHFV vOTU inh,3CLpro inhibitor,Y pestis TopoI,PfHsp40 rescue,DUSP3 inh,TcdB inh,BoNT A protease
COc1ccc(Br)cc1CN1CCN(Cc2c[nH]c3ccccc23)CC1,27,-6,i,1,-2,-8,1.2,11,0.1,-2.2
Cc1cccc(C)c1OCCOC(=O)c1cccc(S(=O)(=O)N2CCOCC2)c1,-16,2,i,10,/,8,2.2,/,0.0,-0.4
COc1cccc(NC(=O)Nc2ccc3c(c2)OCO3)c1,7,/,i,9,5,4,-1.0,32,0.3,/

# All compounds of this part, from the first entry:
SMILES,SSB-PriA inh,Anthrax LF prot,BH1578 lux ind,CCHFV vOTU inh,3CLpro inhibitor,Y pestis TopoI,PfHsp40 rescue,DUSP3 inh,TcdB inh,BoNT A protease
COc1ccc(Br)cc1CN1CCN(Cc2c[nH]c3ccccc23)CC1,27,-6,i,1,-2,-8,1.2,11,0.1,-2.2
Cc1cccc(C)c1OCCOC(=O)c1cccc(S(=O)(=O)N2CCOCC2)c1,-16,2,i,10,/,8,2.2,/,0.0,-0.4
COc1cccc(NC(=O)Nc2ccc3c(c2)OCO3)c1,7,/,i,9,5,4,-1.0,32,0.3,/
CCn1cc(CN2CCCC(C(=O)c3sccc3C)C2)cn1 (stereo unspecified),-8,4,-0.3,-5,-1,5,-1.4,4,0.5,-0.5
CCS(=O)(=O)Nc1cc2c3c(c1)CCN3C(=O)CC2,-14,1,i,-5,4,2,-0.4,-4,0.3,-5.6
O=C(NCC1CC1)C1Cc2c(-c3ccc4c(c3)OCO4)ccnc2O1 (stereo unspecified),/,3,i,2,/,6,/,/,0.6,-0.4
Cc1cc(C)c(C(=O)COC(=O)C2CCN(c3ccc(C(F)(F)F)cn3)CC2)cc1C,-11,-2,i,9,/,31,-3.2,/,0.7,-0.3
O=C(CSC1=NNC(c2ccccn2)S1)Nc1ccc(C(F)(F)F)cc1 (stereo unspecified),24,/,i,2,-3,-6,2.9,10,-0.1,/
COc1ccc(C2(c3ccc(OC)cc3)NC(=O)N(CC(=O)NCC(F)(F)F)C2=O)cc1,-2,-4,-1.2,9,-2,-4,-1.4,17,0.2,-2.0
Cc1ccc(S(=O)(=O)Nc2c(O)ccc3ccccc23)cc1,11,-5,-0.5,/,/,-13,/,/,/,-5.2
O=C(NCCc1cn2ccsc2n1)C1CCCCC1,-11&-5,-2,-0.4,0,-2,-5,-0.5,-12,2.1,-0.2
O=c1cc(-c2ccc(O)c(O)c2)oc2c(C3O[C@H](CO)[C@@H](O)[C@H](O)[C@H]3O)c(O)cc(O)c12 (stereo partly specified),4,0,-0.6,10,-5,-3,0.9,12,-8.7,0.2
O=C(CSc1ccc(-c2ccco2)nn1)Nc1cccc(F)c1,-6,3,i,5,3,-5,0.0,19,0.8,-1.3
O=C(Nc1ccc(C(=O)N2CCOCC2)cc1)c1cccc([N+](=O)[O-])c1,-6,0,2.3,-4,-2,-1,-0.7,17,0.5,-0.8
O=C(NCc1ccccc1CN1CCCC1)C1CCN(S(=O)(=O)c2ccc(Cl)cc2)CC1,7,-9,-2.1,3,/,3,0.0,/,-0.5,-3.0
Cc1cccc(C)c1NC(=O)C(NC=O)c1ccc(N(C)C)cc1 (stereo unspecified),3,-2,-0.5,12,2,-1,-0.2,32,/,0.4
CC(=NCCN1CCOCC1)c1c(O)n(Cc2ccccc2)c(=O)[nH]c1=O,-10,-12,i,1,6,6,-1.1,14,/,5.3
Cc1ccc(/C=N\NC(=O)Cn2c(C)nc3ccccc32)o1,/,-4,/,6,-4,-3,0.7,32,/,-1.0
COc1cc(C)c(CN2CCC(Oc3ccc(C(=O)N4CCCC4)cc3)CC2)cc1C,-5,-3,-1.4,-5,0,13,1.1,19,-1.5,-0.8
O=S1(=O)CCOCCCN1Cc1ccccc1Br,-10,-8,-6.7,5,-3,5,5.5,5,0.6,-0.2
COc1ccc(-n2nc(C(=O)NCC(=O)NC3CCCC(C)C3C)c3ccccc3c2=O)c(OC)c1 (stereo unspecified),1,1,-0.4,7,-1,9,0.5,36,1.0,1.4
COc1ccccc1/C=C1\Cc2ccccc2C1=O,-11,-10,-0.8,-1,1,17,2.6,40,0.1,1.2
CC(=O)c1c(N2CCC(C(N)=O)CC2)nc(=S)n(-c2ccccc2)c1C,-19,-3,6.6,2,-2,-10,0.6,17,/,-0.3
CCCC(=O)NC(c1ccccc1)c1c(O)ccc2ccccc12 (stereo unspecified),1,/,-0.4,-18,-1,-6,-1.2,1,1.1,/
Cn1nc(C(=O)Nc2ccc3c(c2)OCCO3)cc1C(=O)O,-6,-7,-0.2,/,1,-2,-3.0,14,/,-0.2
COc1ccc(-c2noc3c2-c2nc(-c4ccc(Br)cc4)sc2CC3)cc1,-1,-9,-5.4,-14,/,0,0.1,/,/,0.6
CC(C)N1CCN(Cc2cccc(-n3cccn3)c2)CC1CCO (stereo unspecified),-11,-13,-0.2,1,0,-1,0.7,30,2.4,0.2
CCOC(=O)c1nn(-c2ccccc2)c(=O)c2c(N)scc12,0,-4,i,37*,-3,-10,0.5,5,/,1.0
CC1(c2nc3ccccc3[nH]2)c2ccccc2C(=O)N1Cc1ccccc1 (stereo unspecified),/,4,/,7,/,/,/,/,1.3,0.4
Cc1cc(C(F)F)n2nc(C(=O)Nc3ccc(S(=O)(=O)N4CCCC4)cc3)nc2n1,-23,0,-0.6,-5,1,10,1.0,7,/,-0.8
CCOCc1cc(CN2CCC(n3nccc3NC(=O)C3CC3)CC2)ccc1OC,-1,1,i,-1,5,0,5.0,-12,1.5,-2.0
COc1ccc(C2C(C(=O)Nc3cccnc3)=C(C)Nc3nc(-c4cccs4)nn32)cc1OC (stereo unspecified),-12,-2,1.4,-1,-2,2,-1.2,28,0.6,0.1
CCN(CC)C(=O)CSc1nc2c(sc(=S)n2-c2ccccc2)c(=O)[nH]1,3,-4,i,5,0,13,0.7,-8,2.1,1.1
C/C(=N\NS(C)(=O)=O)c1ccccc1,/,-5,17*,9,-2,-4,?,21,/,0.4
O=C1[C@@H]2Cc3ccccc3CN2C(=O)N1c1cccc(F)c1,-15,1,-0.5,3,-4,-1,2.0,22,/,0.5
Cc1ccc(S(=O)(=O)N2CCN(C(=O)c3ccc(N4CCC(C)CC4)c([N+](=O)[O-])c3)CC2)cc1,37,-7,-0.8,5,/,16,7.1,/,1.0,-0.6
O=C(NNC(=S)Nc1ccc(F)c(Cl)c1)c1ccccc1Br,-9,1,-0.9,8,5,4,-0.6,22,-1.5,0.1
COc1ccc(OC)c(Nc2nc(NCCO)c3ccccc3n2)c1,35,-14,i,20,-2,-16,0.3,15,1.7,0.6
O=[N+]([O-])c1ccn(-c2nc(-c3ccccc3)cc(C(F)(F)F)n2)n1,-3,-2,0.4,-7,-2,-3,-0.9,25,1.1,-0.7
CN1C(=O)/C(=C/c2ccc3c(c2)OCO3)N=C1c1ccccc1,-36,1,0.2,-10,4,15,-0.1,8,/,0.4
COc1ccc(CN(Cc2cc3cccc(C)c3n3nnnc23)C(=O)N2CCOCC2)cc1,-13,-6,0.1,-3,-2,-13,-0.8,-6,0.5,0.1
CC(=O)c1ccc(NS(=O)(=O)c2ccc3c(c2)N(C(C)=O)CCO3)cc1,-13,/,i,7,-2,-7,1.0,28,0.2,/
Cc1ccc(-c2nnc(SCC(=O)CC(=O)Nc3ccccc3)n2C)cc1,2,-1,-2.5,0,1,0,-0.2,-14,/,-0.1
C=CCNC(=S)NNC(=O)c1ccc(Br)cc1,2&8&-9,0,-0.3,17,1,3,-0.1,23,/,-0.7
COc1ccc(N2C(=O)c3ccc(C(=O)Nc4ccc(NC(C)=O)cc4)cc3C2=O)cc1,-5,3,0.9,-5,-2,1,-0.4,-7,1.2,0.3
Cc1nonc1OC(C)CNc1ccc([N+](=O)[O-])cc1 (stereo unspecified),0,4,i,3,4,-3,-0.5,-3,/,-0.9
CCCc1cc2c(cc1NC(=O)c1ccc(Br)cc1)OCO2,-5,-5,/,3,-3,2,2.1,46,/,0.0
CCCn1c(=N)n(CC(=O)c2ccc(OCC(=O)OC)cc2)c2ccccc21,-5,-4,i,4,/,4,-0.4,/,1.7,0.0
COCCN1C(=O)CCC1(C)C(=O)Nc1c(C)cccc1C (stereo unspecified),/,-5,/,-1,/,/,/,/,-0.3,0.6
CC(C)(CCl)C(=O)Nc1ccc(OC(F)(F)F)cc1,-15,-3,-0.4,3,7,12,-1.4,20,-0.2,-2.2
CC(=O)c1cccc(S(=O)(=O)NCC(C)(C)N2CCOCC2)c1,-13,-1,i,1,-6,-2,0.5,-6,1.2,-2.5
CN1N=C(N)c2cn(C3OC(COP(=O)(O)O)C(O)C3O)c3ncnc1c23 (stereo unspecified),-20,-2,50*,32*,/,9,2.3,/,-15,-0.4
COc1ccc(N2CCN(C(=O)c3ccc(Cl)c(S(=O)(=O)N4CCCC4)c3)CC2)cc1,11,-6,-0.1,-3,1,38,2.2,22,0.9,0.3
CCn1c(SCC(=O)NCC2CCCO2)nc2ccccc21 (stereo unspecified),1,1,-0.3,-3,/,-3,-1.2,/,0.6,-0.5
COc1ccc(Cl)cc1Nc1nc(-c2sc(NC(=O)CC(C)C)nc2C)cs1,3,4,-0.4,10,4,-8,-0.2,34,0.4,1.2
O=C(O)CCS(=O)(=O)c1ccc(-c2ccccc2)cc1,10,-1,-0.4,14,1,-1,0.6,17,1.5,-0.6
CC(C)(C)c1ccc(C(=O)Nc2ccccc2Cl)cc1,-67&-14&-76,-1,-0.3,-6,1,26,1.6,9,0.1,0.6
C/C(C=O)=C/c1ccccc1,0,-10,-0.3,4,/,0,-1.3,/,0.0,0.5
COC(=O)c1ccc(C)c(NC(=O)c2c(-c3ccccc3)noc2C)c1,-4,-1,i,-32,1,-4,0.3,0,/,0.4
c1coc(CNc2nc3sc4c(c3c3ncnn23)CCCC4)c1,-2,-3,-0.6,14,0,15,-0.9,26,/,0.0

# Next part.
SMILES,SSB-PriA inh,Anthrax LF prot,BH1578 lux ind,CCHFV vOTU inh,3CLpro inhibitor,Y pestis TopoI,PfHsp40 rescue,DUSP3 inh,TcdB inh,BoNT A protease
COc1ccc(NC(=O)c2cc(C3CC3)on2)c(OC)c1,4,-9,-0.6,-1,-1,-4,-0.6,5,2.2,-1.0
CCN(CC(=O)NCc1cccs1)C(=O)c1cccc(S(=O)(=O)Nc2ccccc2Cl)c1,-5,/,i,1,/,1,-0.6,/,1.8,/
COc1cc2c(cc1NC(=O)COc1ccc3ccccc3c1)oc1ccccc12,-1,-4,i,22,3,-7,-0.9,19,/,0.3
O=C(/C=C/c1ccc(F)cc1)NCCC1=CCCCC1,7,-2,i,0,3,22,3.8,5,/,-1.0
CSCCC(NC(=O)c1ccc(Cl)cc1)C(=O)OCC(=O)NCc1ccco1 (stereo unspecified),6,0,i,-1,/,5,0.9,/,1.9,-0.3
C=CCn1c(SCC(=O)N(C)CC(=O)Nc2ccc(C)cc2)nnc1-c1ccncc1,-7,0,i,6,/,0,-1.8,/,0.8,-0.5
COc1ccc(N2CC(C(=O)Nc3cccnc3)CC2=O)cc1 (stereo unspecified),2,11,2.2,-2,6,10,0.1,0,0.8,5.4
S=C(Nc1ccccc1)N1CCCCCC1,-15,2,i,-9,-5,5,-1.6,10,/,2.1
CN(CCO)S(=O)(=O)c1ccc2c(c1)C(=NNC(N)=O)c1cc(S(=O)(=O)N(C)CCO)ccc1-2,4,-8,-0.3,16,1,-10,1.2,-11,1.6,0.6
O=C(Nc1ccccc1)C1CCCN(C(=O)c2ccc(Cl)cc2)C1 (stereo unspecified),-1,0,0.7,-8,6,13,1.2,20,1.4,-0.6
CC1CCN(C(=O)Cn2c(=O)n(-c3ccc(F)cc3)c(=O)c3sccc32)CC1,-13,0,i,-8,-2,0,0.1,25,1.0,0.3
Cc1c(C(=O)Nc2cccc([N+](=O)[O-])c2)cnn1-c1ccccc1,3,5,-0.4,1,2,0,6.0,16,6.4,-1.6

# These rows are one share of the data; the hit share may differ from the screen's.
